Xi reactivation – X-chromosome reactivation activator; activation, % at 7.58 µM; XiGFP mouse fibroblasts, % GFP-positive cells imaging, 3 d; cells co-treated with 5-aza-dC sensitizer; scaled so ellipticine positive control = 100%; actives 0.055% (n = 360,000);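 active means mean normalized replicate activation at least 10% and every replicate at or above 10%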;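 further: 0% = median of on-plate neutral control wells and 100% = ellipticine 6 µM median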
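Material: SV40-immortalized XiGFP fibroblast cells, line 68-5-11 | Buffer or medium: DMEM containing 5-aza-dC | Dosing: One concentration, pinned | Times: 3 d treatment, 15 min room-temperature fixation | Controls: Ellipticine 6 µM positive control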
RAD54 branch – RAD54 (human) branch migration inhibition; Q92698; RAD54 Holliday junction branch migration, FAM/BHQ fluorescence; inhibition, % at 10.4 µM; actives 0.14% (n = 360,000); AID 602329;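 active means mean normalized replicate activity at least 40 and at least half of replicates scoring 40 or more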;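 further: 0% = median of neutral control wells and 100% = median of positive control wells; inhibitors cause a drop in the FAM fluorescence signal; in these data hits start at about 50%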
Target sequence (Q92698 whole entry, looked up): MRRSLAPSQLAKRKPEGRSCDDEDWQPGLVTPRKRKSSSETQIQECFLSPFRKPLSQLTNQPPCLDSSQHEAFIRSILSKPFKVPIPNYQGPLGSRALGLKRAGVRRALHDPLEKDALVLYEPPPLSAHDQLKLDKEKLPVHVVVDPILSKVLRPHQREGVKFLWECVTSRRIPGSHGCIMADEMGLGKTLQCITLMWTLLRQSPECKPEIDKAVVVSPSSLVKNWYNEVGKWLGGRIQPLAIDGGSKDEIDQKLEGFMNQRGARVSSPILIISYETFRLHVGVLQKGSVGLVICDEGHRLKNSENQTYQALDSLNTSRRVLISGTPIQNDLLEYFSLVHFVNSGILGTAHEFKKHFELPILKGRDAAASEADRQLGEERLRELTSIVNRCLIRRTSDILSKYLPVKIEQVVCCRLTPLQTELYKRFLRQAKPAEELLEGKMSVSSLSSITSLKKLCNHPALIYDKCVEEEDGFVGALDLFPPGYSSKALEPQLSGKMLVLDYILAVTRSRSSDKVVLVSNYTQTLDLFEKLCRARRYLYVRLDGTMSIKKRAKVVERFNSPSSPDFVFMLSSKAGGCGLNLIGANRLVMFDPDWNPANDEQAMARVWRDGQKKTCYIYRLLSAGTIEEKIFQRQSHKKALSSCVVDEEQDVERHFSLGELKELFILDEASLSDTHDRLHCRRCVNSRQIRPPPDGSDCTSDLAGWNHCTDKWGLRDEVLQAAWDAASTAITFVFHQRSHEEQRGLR
ERAP1 HTS inh – ERAP1 (human) enzyme inhibition. Q9NZ08. recombinant ERAP1, Leu-AMC fluorescence, 60 min. inhibition, % at 10.7 µM. actives 0.15% (n = 340,000). AID 652197;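 active means mean replicate inhibition of at least 30%, or all replicates individually reaching that 30% level; inactive means mean below 30% and not every replicate reaching it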;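 further: 0% = neutral control wells and 100% = L-leucinethiol positive control wells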
esBAF inh – SWI/SNF esBAF complex inhibition; mouse ES cells, Bmi1-luciferase knock-in reporter, 24 h; 100% = twice the neutral-well signal; reporter increase, % at 12.5 µM; actives 2% (n = 350,000); AID 602393; in the data active means activation above about 40%;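 further: 0% = median of the plate's neutral control wells and 100% = double that signal; a rise in the Bmi1 reporter signal indicates esBAF inhibition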
RAD52 inh – inhibitors of human RAD52 DNA annealing; recombinant RAD52 DNA annealing, FRET fluorescence; inhibition, % at 18.7 µM; actives 0.46% (n = 360,000); AID 651710;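 active means every replicate showing at least 50% inhibition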
INS-1E GSIS act – primary screen for activators of insulin secretion dependent on glucose, INS-1E cells, GLuc reporter luminescence; INS-1E GLuc reporter insulin secretion, 2-3 h; activation, % at 16.6 µM; actives 0.61% (n = 370,000); AID 743287;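 active means lowest replicate activation of at least 40%, so every replicate reaches that level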;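 further: 0% = median of neutral control wells and 100% = median of IBMX positive control wells; some compounds called inactive have numbers as strong as hits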
F508del corr – CFTR F508del correction in bronchial cells | activity (quench increase), % at 7.58 µM | actives 0.36% (n = 350,000) | CFBE cells, YFP halide quenching; stimulated with forskolin plus potentiator P3; % fluorescence drop versus neutral controls | AID 720511;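 active means mean added fluorescence quench of at least 8% versus neutral control, with both replicates also reaching 8%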;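 further: cells transiently co-express mutant CFTR-F508del with the halide-sensitive YFP; corrector assay measuring rescue of mutant channel to the surface after 24 h compound exposure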
ARNT-TACC3 inh – ARNT/TACC3 interaction disruption. actives 0.66% (n = 390,000). AID 623870. AlphaScreen His-ARNT PAS-B/GST-TACC3 binding, luminescence; TACC3 fragment carries E629A point mutation. inhibition, % at 9.99 µM;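 active means mean inhibition of replicates at least 50% and at least half of replicates each reaching 50%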;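 further: 0% = complete ARNT plus TACC3 wells and 100% = ARNT alone without TACC3; many hits fall short of the cut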
Numbers without * were called inactive; / = not tested or not shown; & = joins results of further samples.

SMILES	Xi reactivation	RAD54 branch	ERAP1 HTS inh	esBAF inh	RAD52 inh	INS-1E GSIS act	F508del corr	ARNT-TACC3 inh
Clc1ccc(Cl)c(Oc2ccc(Oc3nc(Cl)ccc3Cl)cc2)n1	/	-5.4	/	-14.0	/	43.2*	/	-4.4
Cc1ccccc1NC(=O)NCCc1ccc(Cl)cc1	0.0	-8.8	-5.2	15.5	-12.0	0.5	0.5	/
CSCCC(NS(=O)(=O)c1ccccc1)C(=O)OC(C)C(=O)Nc1ccc(Cl)cn1 (stereo not given)	0.3	4.0	1.9	-9.5	-4.6	/	-1.9	-2.9
O=C(O)c1ccc(N2C(=O)c3cccc(Oc4ccc(Cl)cc4)c3C2=O)cc1	0.0	2.5	10.2	/	0.9	9.2	1.9	-4.0
CCOC(=O)c1cccc(NC(=O)Cn2nc(C)n3cccc3c2=O)c1	-0.2	8.5	1.1	-0.4	-15.0	34.7	2.2	6.1
C/C=C/c1ccc([C@@H]2[C@H](CO)N(C(C)=O)C23CN(C(=O)c2ccncc2)C3)cc1	-0.1	/	-0.5	/	-13.4	-2.5	1.0	/
COc1ccccc1-c1ccc2c(c1)[C@H]1[C@H](CCN1C(=O)C1CCC1)[C@@H](CO)N2	0.2	/	1.1	/	16.5	32.3	3.8	/
CN(C)C(=O)CSc1n[nH]c(=O)n1CCc1ccccc1	0.0	-2.7	-1.6	-5.8	1.1	5.5	3.3	-4.0
COc1ccc(NC(=O)Nc2ccc3c(c2)CC(=O)N([C@@H](C)CO)C[C@H](C)[C@@H](CN(C)Cc2ccc4c(c2)OCO4)O3)cc1	0.8	8.0	-2.2	6.9	18.8	-3.5	1.4	5.7
CCc1cccc(CC)c1NC(=O)COC(=O)c1cccc(-c2ccc(OC(C)=O)cc2)c1	0.5	/	3.9	/	-1.2	1.2	/	-2.2
O=C1c2cccc([N+](=O)[O-])c2C(=O)N1CCO	0.2	/	5.2	/	-2.8	-11.0	-0.5	-0.2
Cc1cc2ccccc2cc1C(=O)c1ccccc1	0.1	-2.7	0.8	/	-6.1	-7.2	-6.1	-1.6
COc1ccccc1S(=O)(=O)N1CC[C@@H]2[C@@H](CO)N(C)c3ccc(-c4ccccc4)cc3[C@@H]21	-0.1	12.6	-1.9	4.1	40.1	-6.4	0.2	-4.7
CCOc1ccc(C(=O)CCC(=O)N2CCC(C(=O)OC)CC2)cc1	0.0	4.5	-4.0	-2.8	-24.6	-1.7	0.4	-23.4
CCCN(C)C[C@@H]1OCCCC[C@@H](C)Oc2ccc(NS(C)(=O)=O)cc2C(=O)N([C@@H](C)CO)C[C@@H]1C	0.7	4.2	0.1	-2.3	-8.5	21.2	0.0	-1.2
CN(C)C(=O)C[C@@H]1CC[C@@H](NC(=O)Nc2cccc(F)c2)[C@@H](CO)O1	0.1	8.3	1.7	1.3	-2.5	14.7	0.5	6.1
COc1ccccc1NC(=O)Nc1nc(CC(=O)NCc2ccccn2)cs1	-0.1	-2.9	-2.3	/	-6.7	-4.7	-2.1	-5.4
CSC1=NC2(C[C@H]2c2ccccc2)C(=O)N1C (stereo not given in full)	0.3	-11.1	-0.4	-4.6	-18.1	/	0.2	-2.4
CC1SCC(=O)N(CC(=O)NCc2ccccc2)C1=O (stereo not given)	0.3	-0.3	1.5	7.8	-20.6	3.6	1.6	-0.9
Cc1ccc(SCC(=O)OCC(=O)NCc2cccs2)cc1	-0.3	2.3	2.1	-3.9	-3.8	3.7	-0.9	-3.8

2 of these compounds, set out differently.
CCOc1ccc(C(=O)CCC(=O)N2CCC(C(=O)OC)CC2)cc1
  Xi reactivation = 0.0
  RAD54 branch = 4.5
  ERAP1 HTS inh = -4.0
  esBAF inh = -2.8
  RAD52 inh = -24.6
  INS-1E GSIS act = -1.7
  F508del corr = 0.4
  ARNT-TACC3 inh = -23.4

CCCN(C)C[C@@H]1OCCCC[C@@H](C)Oc2ccc(NS(C)(=O)=O)cc2C(=O)N([C@@H](C)CO)C[C@@H]1C
  Xi reactivation = 0.7
  RAD54 branch = 4.2
  ERAP1 HTS inh = 0.1
  esBAF inh = -2.3
  RAD52 inh = -8.5
  INS-1E GSIS act = 21.2
  F508del corr = 0.0
  ARNT-TACC3 inh = -1.2

Further entries follow:
SMILES	Xi reactivation	RAD54 branch	ERAP1 HTS inh	esBAF inh	RAD52 inh	INS-1E GSIS act	F508del corr	ARNT-TACC3 inh
COc1ccc(NC(=O)c2ccc(CNc3c(NC4CCCCC4)c(=O)c3=O)cc2)c(OC)c1	0.0&0.0	14.0&2.1	-1.6	11.2	-10.6&-6.6	17.2&6.9	-4.9&-3.0	1.2&-0.9
COc1ccccc1NC(=O)CN(c1ccc([N+](=O)[O-])cc1)S(=O)(=O)c1ccccc1	0.1	1.0	-0.7	/	-7.5	-0.6	-2.3	10.8
Cc1nc(NC(=O)c2ccccc2)sc1C1(C)CC(c2c(Cl)cccc2Cl)=NO1 (stereo not given)	0.1	3.3	-1.8	4.2	-1.7	/	2.1	-2.9
C[C@H]1CN([C@@H](C)CO)C(=O)c2cc(/C=C/c3ccccc3)cnc2O[C@H]1CN(C)C(=O)Nc1ccccc1F	0.6	-3.7	-2.4	2.3	4.4	-21.9	2.5	2.9
COc1cc2c(c(OC)c1OC)-c1ccc(SC)c(=O)cc1C(NC(=O)c1ccccc1)CC2 (stereo not given)	0.0	/	0.8	/	-8.1	-4.5	0.2	3.5
COc1ccc(S(=O)(=O)N2CCC(C(=O)N3CCCCC3)CC2)cc1OC	/	-6.7	/	3.1	/	-6.3	/	-4.4
Cc1noc(C)c1NC(=O)Nc1ccc2c(c1)C(=O)N([C@H](C)CO)C[C@H](C)[C@H](CN(C)S(=O)(=O)c1cccs1)O2	0.1	8.9	-5.8	1.6	8.8	2.2	-0.5	-2.0
Cc1ccsc1-c1nc(CSCC(=O)N2CCN(c3ccccc3)CC2)c(C)o1	-0.3	1.2	-0.3	-0.6	-67.7	-12.0	4.7	-6.2
CO[C@@H]1CN(C)C(=O)c2ccc(NS(=O)(=O)CC(F)(F)F)cc2OC[C@H](C)N(C(=O)NC(C)C)C[C@@H]1C	-0.1	/	/	-7.8	/	12.0	-1.3	/
O=C(NC1CCCCCCC1)c1ccc(CNc2c(N3CCOCC3)c(=O)c2=O)cc1	0.2	2.2	-4.9	33.8	-9.5	-5.8	3.2	13.6
C[C@@H]1CN([C@H](C)CO)C(=O)c2cc(NS(=O)(=O)c3ccc(F)cc3)ccc2O[C@@H]1CN(C)Cc1ccc(C(F)(F)F)cc1	-0.7	-0.3	-0.7	-2.2	12.9	-14.8	1.6	-0.4
Cc1ccc(OCCn2cc(/C=C/C(=O)O)c3ccccc32)cc1	0.2	-18.7	1.2	-1.2	1.8	-2.9	0.5	-12.4
COc1ccc2c3c(n(C)c2c1)[C@H](CO)N(Cc1nccs1)CC31CCN(CC2CCCC2)CC1	0.1	/	-2.0	/	-0.8	-0.1	4.5	/
O=C(CN1CCN(S(=O)(=O)c2ccccc2)CC1)NC1CC1	0.0	1.1	2.6	5.8	-20.2	-4.8	-5.6	-6.4
Fc1ccc(-[n+]2nc(Nc3ccccc3)sc2-c2ccc(OCc3ccccc3)cc2)cc1	0.0	-1.0	4.1	-8.0	-36.3	/	2.2	-3.7
COc1ccc(-c2cc(C(=O)NC3=NCCS3)c3ccccc3n2)cc1OC	0.0	/	0.5	/	-13.6	8.6	6.2	-2.4
C[C@H]1CN([C@@H](C)CO)C(=O)c2cc(NC(=O)C3CC3)ccc2O[C@H]1CN(C)S(=O)(=O)c1cccs1	-1.3	-0.4	-4.1	4.4	13.4	23.5	-0.5	-8.3
CC(=O)c1ccc(N2CCN(Cc3cc(=O)n4c(-c5ccccc5)csc4n3)CC2)cc1	0.0	-0.7	-1.6	-0.3	-21.3	-1.2	-1.6	0.2
C[C@H](CO)N1C[C@H](C)[C@H](CN(C)C(=O)NC2CCCCC2)Oc2ccc(NC(=O)Nc3ccc4c(c3)OCO4)cc2CC1=O	-0.4	0.4	0.1	4.8	-2.9	-16.7	-1.3	4.0
N/C(=N\OC(=O)c1ccccc1Br)c1ccc([N+](=O)[O-])cc1	0.1	0.3	-0.8	49.5*	2.2	-0.8	-0.8	-5.1
COCCN1C(=O)N[C@@H](c2ccccc2)[C@H](C(=O)OC)[C@H]1C	0.0	16.9	/	-8.1	-38.3	6.9	-2.2	-3.4
O=C(c1ccc(NC2=NC3CS(=O)(=O)CC3S2)cc1)N(CCO)Cc1ccccc1 (stereo not given)	0.1	1.3	2.8	-8.3	2.4	6.0	-0.7	2.6
COc1ccc(-c2sc3ccc(N4CCOCC4)cc3c2C#CC(C)(C)O)cc1	0.1	-0.8	-1.1	-23.4	-8.4	25.4	1.7	/
c1ccc(NCCC2OCC3(CO2)COC(CCNc2ccccc2)OC3)cc1 (stereo not given)	0.1	-2.2	2.1	-3.1	-7.4	/	0.0	10.3
COc1ccc(C(=O)CC(=O)C(=O)Nc2ccc(Cl)cc2)cc1	0.0	-0.1	1.2	19.2	-25.1	23.2	3.9	11.2
CN(C)S(=O)(=O)c1ccc(Cl)c(-c2nnc3n2CCCCC3)c1	0.0	-4.0	2.5	-4.9	0.8	-0.9	-2.3	-5.8
Cc1nc2ccccn2c1C(=O)CSc1ccccc1	0.1	/	-0.4	/	-10.4	0.7	0.4	2.6
N#Cc1cccc(-c2ccc3c(c2)[C@H]2[C@H](CCN2C(=O)c2ccccc2F)[C@H](CO)N3)c1	0.1	-9.9	/	4.5	/	11.5	1.2	3.0
C[C@@H]1CN([C@H](C)CO)C(=O)c2cccc(NS(=O)(=O)c3cccs3)c2O[C@@H]1CN(C)Cc1ccccc1	0.0	6.0	-2.6	-1.7	-34.3	9.1	-0.3	-7.7
C[C@@H]1CN([C@@H](C)CO)C(=O)c2cccc(NC(=O)c3nc4ccccc4s3)c2O[C@@H]1CN(C)S(=O)(=O)c1cn(C)cn1	0.0	0.2	1.3	2.8	-3.1	4.4	1.6	3.9
COc1ccc(NC(=S)N2CCCC(CO)C2)c(OC)c1 (stereo not given)	0.2	/	9.2	/	0.1	6.6	0.3	-5.4
COc1ccc2c3c([nH]c2c1)[C@H](CO)N(C)CC31CN(C(=O)C2CC2)C1	0.1	/	2.5	/	-11.3	8.2	2.2	/
COc1ccc(C)cc1S(=O)(=O)NC(C)c1cnn(-c2ccccn2)c1C (stereo not given)	0.2	9.0	0.1	-0.4	-4.8	-6.5	-1.7	10.3
Cc1ccc(S(=O)(=O)CCN2CCC(O)(c3ccccc3)CC2)cc1	0.4	-5.2	-2.1	-9.0	-9.2	30.3	1.8	-5.0
CNC(=O)C(=O)Nc1ccc(C)cc1C	0.1	/	3.3	/	-3.2	1.2	2.6	-4.2
CC(=O)c1cc(Cl)ccc1OCC(=O)Nc1cccc(S(=O)(=O)N2CCCC2)c1	-0.1	/	0.0	22.8	-11.9	-8.2	-3.4	/
CC(=O)Nc1ccccc1C(=O)C(=O)Nc1ccc(F)c(Cl)c1	0.0	-1.1	-1.1	56.3*	0.5	-12.1	0.7	-3.7
Cc1ccsc1/C=N/N1CCN(c2ccccn2)CC1	0.1	6.3	/	/	-2.7	/	-0.7	17.2
CCOC(=O)c1cc(S(=O)(=O)NCC2CCN(Cc3cccc(C)c3)CC2)cn1C	0.0	2.3	-1.9	-4.9	-45.6	-49.8	0.9	0.9
COc1ccc2c(c1)[nH]c1c(=O)n(CCCn3ccnc3)cnc12	/	-5.9	1.1	4.4	1.9	2.0	/	13.9
CCC(CC)NC(=O)c1cccc([N+](=O)[O-])c1C	0.0	/	-0.5	/	-8.4	/	/	-4.5
CC(C)CNc1ncnc2c1ncn2[C@H]1CN(C2CCCC2)C[C@@H](CO)O1	-0.1	2.4	-0.9	-6.6	-4.4	9.7	-2.0	/

Screens as filed in PubChem BioAssay.
